PTHR1 ag = qHTS for PTHR1 Agonists: Primary Screen; HEK293 GP2 PTHR1 cells, GloSensor cAMP luminescence, 1 h; Potency, µM (highest dose often 115 µM), inactives show top-dose activation, usual class: activators; 410,000 compounds, 0.075% hits; AID 743266, 2014; also: potency is read from the fitted curve at half-maximal effect; nearly all actives have a fitted effect of over 55% in size; some results filed as inactive show a strong effect at the top dose; inactives centre near -15; many of its hits are not listed in these tables
Target sequence (Q03431 whole entry, looked up): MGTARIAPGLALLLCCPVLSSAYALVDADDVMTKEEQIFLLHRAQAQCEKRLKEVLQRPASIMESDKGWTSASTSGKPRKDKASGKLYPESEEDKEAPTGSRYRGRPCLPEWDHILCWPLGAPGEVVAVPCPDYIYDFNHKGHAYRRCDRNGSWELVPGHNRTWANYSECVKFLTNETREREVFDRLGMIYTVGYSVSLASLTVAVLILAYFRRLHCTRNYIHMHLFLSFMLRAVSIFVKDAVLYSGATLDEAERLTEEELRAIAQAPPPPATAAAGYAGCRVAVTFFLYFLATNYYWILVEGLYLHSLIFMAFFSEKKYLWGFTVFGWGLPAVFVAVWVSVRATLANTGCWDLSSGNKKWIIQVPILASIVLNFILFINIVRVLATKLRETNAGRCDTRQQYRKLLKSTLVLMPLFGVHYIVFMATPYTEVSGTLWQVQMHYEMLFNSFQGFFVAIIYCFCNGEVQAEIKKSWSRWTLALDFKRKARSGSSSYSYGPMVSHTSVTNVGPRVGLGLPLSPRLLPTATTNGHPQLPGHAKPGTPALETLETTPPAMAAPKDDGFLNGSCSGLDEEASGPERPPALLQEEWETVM
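HEK-293-derived GP2 cells expressing PTHR1 and a GloSensor cAMP reporter, 3,000/well, plated overnight, given luciferin plus IBMX (each 0.5 mM as added) for 1 h at 37 °C, then compound for 1 h at 37 °C. Luminescence was read after 15 min at room temperature.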
Abeta yeast res = qHTS for compounds that reverse cellular toxicity of Amyloid beta (A-beta) peptide in yeast: Primary Screen. yeast expressing A-beta42, growth rescue, OD600, 48 h; response scale: 0% DMSO, 100% iron-clioquinol control. AID 1347071, 2019. 410,000 compounds, 0.063% hits. Potency, µM (titrated, usually from 46.1 µM), inactives show at the highest dose growth rescue, most hits filed as activators; also: potency is read from the fitted curve at half-maximal effect; nearly all actives have a fitted effect of over 55% in size
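Yeast growth medium received pinned compounds, then yeast cells expressing toxic A-beta were added; plates incubated at 30 C for 48 hr. Growth read as absorbance at 600 nm, normalized to DMSO and equimolar FeCl3 plus clioquinol controls.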
D3 antag = qHTS of D3 Dopamine Receptor Antagonist: qHTS; D(3) dopamine receptor (Homo sapiens), P35462; D3R cells, DiscoveRx beta-arrestin luminescence, antagonist mode; active compounds read low; max response, negative = inhibition, %; 360,000 compounds, 2.5% hits; in the data active = max response below about -50%; inconclusive = no clear call, values can overlap the other calls; also: % is scaled to controls: 0 for no effect and ±100 for the full control effect; mostly tested at two doses, the higher about 12 µM
Target sequence (P35462 whole entry, looked up): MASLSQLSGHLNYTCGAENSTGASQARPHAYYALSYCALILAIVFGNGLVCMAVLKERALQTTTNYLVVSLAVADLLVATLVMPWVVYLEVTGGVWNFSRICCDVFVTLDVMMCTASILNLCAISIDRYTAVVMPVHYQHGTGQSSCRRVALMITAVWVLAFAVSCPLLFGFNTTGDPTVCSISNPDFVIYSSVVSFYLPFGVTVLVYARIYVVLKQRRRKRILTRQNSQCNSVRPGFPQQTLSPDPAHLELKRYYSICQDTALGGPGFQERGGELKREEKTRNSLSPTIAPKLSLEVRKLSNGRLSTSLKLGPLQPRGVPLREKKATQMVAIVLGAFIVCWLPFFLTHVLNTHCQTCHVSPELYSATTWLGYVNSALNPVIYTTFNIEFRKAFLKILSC
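Cells expressing the human receptor were seeded at 1500 cells/well, incubated overnight at 37 degrees C in 5% CO2, then exposed to library compounds with dopamine controls for 90 minutes at 37 degrees C before luminescent detection.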
Akt phos inh = HTS Assay for Inhibitors of Akt Phophorylation: Primary Screen | Neuro2A IGF-stimulated pAkt S473 HTRF, 20 min; active compounds read low | activity change, % for hits at 50 µM | 360,000 compounds, 0.32% hits; in the data active = activity change below about -80%; inconclusive = mostly about -51% to -80%; also: % is scaled to controls: 0 for no effect and ±100 for the full control effect
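Neuro2A cells in DMEM with 0.5% FBS, overnight at 37 deg C, given compound at single 50 µM final, then IGF (6 nM final) for 20 min at 37 deg C. Lysed; phospho-Akt Ser473 by HTRF after 24 h, 665/615 ratio.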
GLP1R ag = qHTS of GLP-1 Receptor Agonists | Glucagon-like peptide 1 receptor (Homo sapiens), P43220 | HEK293 GLP-1R CRE-luciferase, luminescence, 4-6 h; cells express a hypersensitive GLP-1R form | Potency, µM (series often up to 45.6 µM), inactives show at the highest dose activation, most hits filed as activators | 380,000 compounds, 0.007% hits | AID 624172, 2012; also: potency is read from the fitted curve at half-maximal effect; % of control where 0% means no effect
GLP1R inv ag = qHTS of GLP-1 Receptor Inverse Agonists (Inhibition Mode). Glucagon-like peptide 1 receptor (Homo sapiens), P43220. HEK293 GLP-1R CRE-luciferase, luminescence, 24 h; GLP-1R form is constitutively active. Potency, µM (doses to about 38.3 µM), for inactives: at the top dose activity change, negative = inhibition, usual class: inhibitors. 410,000 compounds, 1.6% hits; also: potency is read from the fitted curve at half-maximal effect; % is scaled to controls: 0 for no effect and ±100 for the full control effect; nearly all actives have a fitted effect of over 55% in size
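Cells are plated, allowed 12 hours at 37 deg C, then treated with compounds for 24 hr before luciferase detection reagent is added and luminescence is read after 12 min at room temperature. The HEK293 line carries constitutively active GLP-1R with a cAMP-responsive reporter.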
FUS suppressor = qHTS for Suppressors of FUS Proteinopathy: Primary screen using FUS-linked yeast assay | S. cerevisiae FUS-expressing, growth rescue, OD600, 24 h | Potency, µM (titrated, usually from 76.6 µM), for the others: at the top dose growth rescue (activation), usual class: activators | 390,000 compounds, 0.24% hits;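 also: potency is read from the fitted curve at half-maximal effect; plate controls were DMSO vehicle for no effect and reference control for full effect; nearly all actives have a fitted effect of over 55% in size; some results filed as inactive show a strong effect at the top dose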
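Yeast expressing FUS under galactose induction, OD 0.005 in 2% galactose medium; compounds in a dilution series, 24 h at 30C. Growth rescue by absorbance at 600 nm; CP55940 positive control, DMSO negative.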
TDP-43 yeast inh = qHTS of TDP-43 Inhibitors; TDP-43 expressing yeast growth rescue, BacTiter-Glo, 24 h; Potency, µM (highest dose often 46.1 µM), without a hit: at the top dose growth rescue (activation), usual class: activators; 410,000 compounds, 1.8% hits; AID 652104, 2013; also: potency is read from the fitted curve at half-maximal effect; % of control where 0% means no effect; nearly all actives have a fitted effect of over 50% in size
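Yeast expressing TDP-43 (pregrown in raffinose, seeded at OD600=0.02 in galactose medium) exposed to compounds 24 hr at 30 deg C. Growth read by BacTiter-Glo luminescence; rescue of toxicity appears as increased signal.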
aSyn rescue = qHTS of alpha-syn Inhibitors; Potency, µM (highest dose often 46.1 µM), for inactives: top-dose growth rescue (activation), usual class: activators; Yeast expressing alpha-synuclein, growth rescue, BacTiter-Glo, 24 h; 370,000 compounds, 0.14% hits; also: potency is read from the fitted curve at half-maximal effect; % of control where 0% means no effect; nearly all actives have a fitted effect of over 65% in size
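Galactose-induced alpha-syn yeast (OD600=0.02, raffinose-pregrown) + pinned cpd, 24 hr, 30 deg C; growth by BacTiter-Glo luminescence. Growth restoration scores as activation.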
Starred values were filed as active, the others as inactive; i = inactive; ? = inconclusive; · = not tested or not shown; [ ] = remark or other dose. Unless noted, calls follow the shape of the dose curve; as a rule, active = well fitted curve in the direction sought with a large enough effect; inconclusive = small, poorly fitted or top-dose-only effect, or another doubt; inactive = no such curve, though single readings can be large; an effect the other way counts as inactive or inconclusive. Not all compounds are listed (hit frequency here may not be typical).

Every second line gives: GLP1R inv ag, D3 antag, GLP1R ag, Akt phos inh, TDP-43 yeast inh, aSyn rescue, FUS suppressor, PTHR1 ag, Abeta yeast res
COc1ccc(NC(=O)C2Cc3c(-c4ccc(NC(C)=O)cc4)ccnc3O2)cn1 (stereo unspecified)
    -24%, 0, 8%, i, 1%, -1%, 12%, ?, 0%
COc1cccc2sc(/N=C/N(C)C)nc12
    9%, 25, 24%, i, -4%[1.82 µM], -1%, 0%, i, 7%
CN(C)c1ccc(C(=O)OCC(=O)c2ccc[nH]2)cc1
    9%, 2, 9%, i, -16%, -4%, 15%, -52%[inhibitor], -14%
O=C1C2C3C=CC(C3)C2C(=O)N1c1ccc(S(=O)(=O)Nc2nccs2)cc1 (stereo unspecified)
    14%, -20, 1%, i, -11%, 0%, 16%, -17%, -7%
COc1cccc(C(=O)COC(=O)c2ccc(NC(C)=O)cc2)c1
    3%, 8, 13%, i, 21%, 9%, -7%, i, 15%
NS(=O)(=O)c1ccc(NC(=O)/C=C/c2cccs2)cc1
    84%[activator], -28, 15%, i, -9%, -5%, -9%, -3%, -1%
Nc1ccc2oc(=O)c(-c3ccccc3)cc2c1
    84%[activator], 0, 17%, i, ?, -4%, 15%, -12%, 3%
C/C=C(\C)C(=O)N1CC2(CC(c3cccc(NC(=O)CCCCC)c3)=NO2)C[C@@H]1C(N)=O (stereo partly specified)
    16%, -4, -1%, i, -14%, -3%, 23%, -4%, -18%
CN(O)C(=S)c1ccccc1
    -66%, -113*, -7%, i, 3.5µM*, 3.5µM*, ·, -14%, ?
CCOC(=O)c1cc2sc(C)cc2n1CC(=O)Nc1ccc2c(c1)OCCO2
    0%, 3, 0%, i, 3%, 1%, -3%, -9%[57.5 µM], 25%
CCc1ccc(C(=O)OCC(=O)NCC(F)(F)F)cc1
    5%, 1, 5%, i, -8%, -1%, -3%, -24%, 2%
CCCCCn1c(=O)c(C(=O)OCC)c(O)c2ccccc21
    0%, -10, -4%, i, -7%, 13%, 11%, i, -13%
O=C(CC(=O)N/N=C\c1ccccc1[N+](=O)[O-])NCCc1ccccc1
    -12%, 4, 8%, i, 0%, 0%, 3%, i, -5%
COc1ccc(CCCc2n[nH]c(=S)o2)c(C)c1
    14%, 5, -6%, i, ?, 1%, -15%, 0%, -46%[inhibitor]
CCN(CC)c1ccc2nc3ccc(N)cc3[n+](-c3ccccc3)c2c1
    ?, -56*, -30%, i, -55%[inhibitor], -53%[inhibitor], ·, -43%[inhibitor], -72%[inhibitor]
Cc1ccc(NC(=O)C(=O)NCc2ccco2)c(C)c1
    0%, 3, 6%, i, 9%, -4%, 2%, -8%, -20%
CC(=O)Nc1ccc(NC(=O)C2(C)Cc3c(-c4cccc(C(F)(F)F)c4)ccnc3O2)cc1 (stereo unspecified)
    8%, ?, ?, i, 18%, 24%, 21%, -15%, 3%
Cn1c(C(=O)NCc2ccccc2F)cc2cc(S(=O)(=O)N3CCCCC3)ccc21
    ?, ·, ·, ·, 27%, ·, 0%, i, 6%
CC(=O)c1c(C)[nH]c(C(=O)OCC(=O)NCCCc2ccccc2)c1C
    -10%, 9, 11%, i, 9%, -3%[1.84 µM], 8%, -29%, 12%
CCCN1CCN(C(=O)Nc2cccc(C(F)(F)F)c2)CC1
    -30%, -5, 14%, i, -12%[0.397 µM], -5%, -5%, 10%, 1%
CS/C(N)=N/N=C/c1cc(Br)cc(Br)c1O
    ?, ?, 23%, i, 18%, -5%, -19%, i, 3%
COc1ccc(Cl)cc1NC(=O)CN(C)C1CCS(=O)(=O)C1 (stereo unspecified)
    -6%, -18, -8%, i, -7%, ?, -3%, i, -12%
CCCN(Cc1cccs1)C(=O)Nc1ccc(Br)cc1F
    6%, ·, ·, ·, 21%, ·, -22%, i, -21%
CCOC(=O)c1sc(NC(=O)c2cc3n(n2)C(C(F)(F)F)CC(c2ccccc2)N3)c(C(=O)OCC)c1C (stereo unspecified)
    8%, 5, 4%, i, -14%, -1%, -28%, -12%[57.5 µM], 8%
O=C(CN1CCN(c2ccccc2)CC1)Nc1ccc(Oc2ccccc2)cc1
    ?, -17, 0%, i, 12%, 0%, 38%, i, -1%
CC(NC(=S)Nc1ccccc1)C(c1cccs1)N1CCOCC1 (stereo unspecified)
    -18%, 3, 13%, i, 17%, -5%, -2%, -10%, 6%
CC(NC(=O)CNC(=O)[C@@H]1Cc2ccccc2CN1)c1ccccc1 (stereo partly specified)
    10%, -4, 0%, i, -4%, -5%, -19%, 3%, 4%
Cc1ccc(SCCNC(=O)/C=C/c2ccc([N+](=O)[O-])cc2)cc1
    ?, -7, 6%, i, 19%, 18%, 0%, i, -9%
COc1cc(S(=O)(=O)Nc2ncccc2C)c(OC)cc1Cl
    8%, -13, 2%, i, -6%, -2%, -9%, -4%, 4%
Cc1cc(C)cc(NC(=O)Cn2cc(C(=O)c3ccccc3)c(=O)c3ccc(C)nc32)c1
    5%, ·, ·, ·, -15%, ·, 8%, ?, -19%
c1coc(CNc2nc3ccccc3s2)c1
    -2%, 1, 3%, i, -6%, 16%, 28%, i, -5%
CO/N=C/c1ccc(Sc2ccccc2)c([N+](=O)[O-])c1
    ?, ?, 20%, i, 2%, -8%, -7%, -16%[57.5 µM], 7%
Clc1cccc(N2CCN(c3ncnc4c3nc3n4CCCCC3)CC2)c1
    -14%, ·, 1%, ·, 18µM*, ·, ?, -45%[inhibitor], -29%
Cc1ccc(Cl)cc1N1CCN(Cc2cc3c(cc2O)CCC3)CC1
    4%, 14, 4%, ·, -4%, ·, -26%, i, -6%
O=C(/C=C/c1ccco1)Nc1cccc2cccnc12
    7%, 8, 4%, i, ?, 9%, 40%, i, -2%
O=[N+]([O-])c1ccc(NC(=S)N2CCN(c3ccccn3)CC2)cc1
    -11%, -17, -16%, i, 1%, 0%, -13%, -20%, 0%
COc1ccc(NC(=O)CN(C)C(=O)CSCC(=O)Nc2ccc(C)cc2)cc1
    -8%, -11, 0%, i, -3%, -5%, ·, -8%, -8%
CCCc1cc(C(=O)Nc2cccc([N+](=O)[O-])c2)cs1
    ?, -22, 3%, i, ?, -19%, 8%, -32%[inhibitor], 19%
c1ccc(CSc2nnc(NC3CCCCC3)s2)cc1
    ?, 0, 20%, i, 24%, 8%, -24%, -29%, 5%
O=c1ccc2ccc(Oc3ccc([N+](=O)[O-])cc3Cl)cc2o1
    2%, -9, 12%, i, -6%, -1%, 28%, -5%, 5%
Cc1cccc(N2CCN(S(=O)(=O)c3ccc4c(c3)C(C(C)C)C(=O)N4)CC2)c1C (stereo unspecified)
    ?, ·, 3%, ·, 17%, 10%, ?, -37%[inhibitor], 12%
CCOC(=O)c1ccccc1NC(=O)CSc1nccn1C
    -2%, 22, 10%, i, 10%, -13%, 12%, -12%[57.5 µM], -5%
Cc1c(C(=O)N2CCC2)oc2ccc(Br)cc12
    ?, 11, 34%, i, 6%, -11%, -8%, -4%, -25%
CCN(C(=O)COC(=O)Cc1coc2cc(C)ccc12)c1c(N)n(Cc2ccccc2)c(=O)[nH]c1=O
    -5%, 1, 7%, i, -15%, -2%, ·, i, 2%
CCNS(=O)(=O)c1ccc(CCC(=O)N2CCN(c3ccccc3)CC2)cc1
    -1%, 0, -5%, i, 14%, 1%, 16%, i, -14%
O=C(O)c1ccccc1SC1CC(=O)N(c2cccc3ccccc23)C1=O (stereo unspecified)
    -14%, -22, 0%, i, -87%[inhibitor], ?, 19%, -13%, -93%[inhibitor]
COc1ccc(OC)c(NC(=O)C2(C)CCN2Cc2cccc(OC)c2F)c1 (stereo unspecified)
    ?, 80, 0%, i, 0%, -26%, -3%, -21%, 11%
COc1ccc(OC)c(C2C(C(=O)Nc3ccccc3OC)=C(C)Nc3c(C(=O)Nc4ccc(F)cc4)cnn32)c1 (stereo unspecified)
    -28%, ·, ·, ·, 16%, ·, 14%, i, -3%
O=C1/C(=C\c2ccc(-c3ccccc3[N+](=O)[O-])o2)C(c2ccccc2)=NN1c1ccccc1
    4%, -23, -8%, i, 8%, 0%, 2%, -28%, 3%
Cn1c(NCCN)nc2c1c(=O)n(Cc1ccccc1)c(=O)n2C
    8%, ·, ·, ·, 17%, ·, 12%, i, -5%
O=C(O)C(O)c1ccco1 (stereo unspecified)
    19%, 2, -6%, i, 16%, 5%, -26%, i, 10%
CC(=O)c1ccc(Nc2nc(=O)c3cccnc3s2)cc1
    28%, -3, 1%, i, 11%, 4%, 23%, i, 13%
COc1cc([N+](=O)[O-])ccc1NC(=S)NNC(=O)c1ccc2c(c1)OCO2
    4%, ?, -5%, i, 9%, -12%, 40%, -38%[inhibitor], 15%
CCn1c(C)nc2cc(S(=O)(=O)C(F)(F)F)ccc21
    10%, 8, 4%, i, -8%, -7%, 9%, -16%[57.5 µM], 2%
O=C(CN1C(=O)CC(c2ccco2)Sc2ccccc21)Nc1ccc(Br)cc1 (stereo unspecified)
    ?, ·, 3%, ·, 4%, 8%, -9%, -22%, -8%

Looked up by compound from the entries so far:
Every second line gives: GLP1R inv ag, D3 antag, GLP1R ag, Akt phos inh, TDP-43 yeast inh, aSyn rescue, FUS suppressor, PTHR1 ag, Abeta yeast res
CC(=O)c1c(C)[nH]c(C(=O)OCC(=O)NCCCc2ccccc2)c1C
    -10%, 9, 11%, i, 9%, -3%[1.84 µM], 8%, -29%, 12%
O=C(O)C(O)c1ccco1 (stereo unspecified)
    19%, 2, -6%, i, 16%, 5%, -26%, i, 10%
